UHRF1 MBD2 ctr: UHRF1 methylated DNA binding inhibitors, primary screen, counter-screen for MBD2 inhibitor project, biochemical, TR-FRET, human UHRF1, single concentration; 370,000 tested, 0.75% active; inhibition, % at 4.4 µM; UHRF1 binding to methylated oligo; E3 ubiquitin-protein ligase UHRF1 (Homo sapiens), Q96T88; AID 687016, 2013; in the data active = inhibition above about 21%;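 also: UHRF1 SRA domain binding a hemimethylated CpG hairpin DNA probe; 0% = median of test compound wells and 100% = reference inhibitor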
HTRA1 inhibitor: HTRA1 serine protease inhibitors, primary screen, biochemical, fluorescence polarization, HTS. Q92743. recombinant HTRA1, FP-rhodamine activity-based probe. inhibition, % at 5.96 µM. 340,000 tested, 0.5% active. AID 504803, 2011; in the data active = inhibition above about 36%;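 also: 0% = enzyme with DMSO and 100% = wells lacking enzyme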
GC-B act: human GC-B receptor activators, primary screen, HEK293 GC-B cells, cGMP TR-FRET, EC30 CNP. AID 1920062, 2024. activation, % at 10 µM. 370,000 tested, 0.11% active. 0% at EC30 CNP, 100% saturating CNP. Atrial natriuretic peptide receptor 2 (Homo sapiens), P20594;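 active = activation at 10 µM reaching about 35% in either raw or pattern-adjusted values, limit read from the data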
Target sequence (P20594 whole entry, looked up): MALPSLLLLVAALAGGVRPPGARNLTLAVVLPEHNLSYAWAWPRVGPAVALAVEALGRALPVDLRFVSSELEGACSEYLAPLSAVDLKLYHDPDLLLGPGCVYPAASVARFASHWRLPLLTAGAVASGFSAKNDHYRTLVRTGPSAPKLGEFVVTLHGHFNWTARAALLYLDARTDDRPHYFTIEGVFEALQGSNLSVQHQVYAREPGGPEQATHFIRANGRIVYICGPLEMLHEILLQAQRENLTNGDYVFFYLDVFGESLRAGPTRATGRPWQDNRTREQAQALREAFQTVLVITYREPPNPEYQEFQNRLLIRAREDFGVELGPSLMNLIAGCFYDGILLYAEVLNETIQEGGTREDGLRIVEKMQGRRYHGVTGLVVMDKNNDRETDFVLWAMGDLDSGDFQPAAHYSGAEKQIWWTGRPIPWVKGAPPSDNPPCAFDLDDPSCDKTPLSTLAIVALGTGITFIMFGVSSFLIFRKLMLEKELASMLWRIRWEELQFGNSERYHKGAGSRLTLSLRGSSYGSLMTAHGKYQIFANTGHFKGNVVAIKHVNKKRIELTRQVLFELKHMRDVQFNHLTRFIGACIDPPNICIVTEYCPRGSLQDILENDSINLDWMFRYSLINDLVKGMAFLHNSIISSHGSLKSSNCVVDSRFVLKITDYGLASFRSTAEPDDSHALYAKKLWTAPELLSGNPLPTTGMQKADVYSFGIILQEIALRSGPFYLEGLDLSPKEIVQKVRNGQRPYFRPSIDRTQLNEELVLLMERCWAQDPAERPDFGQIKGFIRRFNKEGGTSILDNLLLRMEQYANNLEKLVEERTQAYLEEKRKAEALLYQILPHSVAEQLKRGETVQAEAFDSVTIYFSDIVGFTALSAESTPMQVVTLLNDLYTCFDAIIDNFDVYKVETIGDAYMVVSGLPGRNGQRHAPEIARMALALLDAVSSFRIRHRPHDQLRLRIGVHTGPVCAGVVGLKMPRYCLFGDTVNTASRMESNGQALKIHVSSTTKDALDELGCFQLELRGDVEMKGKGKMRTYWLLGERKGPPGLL
MBD2 DNA inh: inhibitors of MBD2 binding to methylated DNA, primary screen, biochemical, TR-FRET, DNA-binding domain, human. Methyl-CpG-binding domain protein 2 (Homo sapiens), Q9UBB5. MBD2 binding to methylated oligonucleotide. inhibition, % at 4.4 µM. 370,000 tested, 0.31% active. AID 686964, 2013; in the data active = inhibition above about 13%
GC-A act: GC-A stimulated cGMP production enhancers – HEK293 GC-A cells, cGMP TR-FRET, EC30 ANP, primary screen; 370,000 tested, 0.14% active; 0% at EC30 ANP, 100% saturating ANP; activation, % at 10 µM; Atrial natriuretic peptide receptor 1 (Homo sapiens), P16066; AID 1671463, 2021; in the data active = activation above about 40%
rCAG binder: binders of r(CAG) RNA repeats, primary screen, biochemical, fluorescence | r(CAG) RNA repeat, TO-PRO-1 dye displacement fluorescence | 370,000 tested, 1.3% active | inhibition, % at 3 µM | AID 651821, 2012;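 active = inhibition above the plate cutoff, the mean of all test compounds on that plate plus 3 SD, cut at about 35% in these data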;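 also: 0% = DMSO alone and 100% = 100 µM mitoxantrone as full dye displacement; higher means more dye released from RNA so lower well fluorescence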
ABHD4 inh: ABHD4 inhibitors, primary screen, biochemical, fluorescence polarization, mouse; purified mABHD4, FP-Rh probe fluorescence polarization; inhibition, % at 8.92 µM; 370,000 tested, 0.54% active; AID 720543, 2013;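 active = inhibition exceeding the mean over every tested compound plus 3 SD, cut at about 30% in these data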;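 also: 0% = plate median of compound wells and 100% = S159A mutant with DMSO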
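Assay system: wild-type mouse ABHD4 protein; compound: single nominal dose of 8.92 µM, 0.89% DMSO final; schedule: 45 min + 60 min at 25 °C; measured by: FP readout, ex 525 nm / em 598 nm; evaluation: % inhibition of FP-Rh probe binding versus controls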
PRMT1 FP inh: PRMT1 methyltransferase inhibitors, primary screen, biochemical, fluorescence polarization; inhibition, % at 2.79 µM; AID 652257, 2013; recombinant PRMT1, activity-based probe fluorescence polarization; 370,000 tested, 1.3% active; Protein arginine N-methyltransferase 1 (Homo sapiens), Q99873;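 active = inhibition above about 21% made by adding two undisclosed values, limit read from the data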
SIAE inh: human SIAE inhibitors, primary screen, biochemical, fluorescence polarization, FP-Rh probe, 1536-well HTS. AID 1053197, 2014. 370,000 tested, 0.69% active. inhibition, % at 9.66 µM. Sialate O-acetylesterase (Homo sapiens), Q9HAT2. SIAE FP-Rh probe binding;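 active = inhibition above a cutoff: mean of compounds within the control limits plus 3 SD of those, cut at about 17% in these data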;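 also: 0% = plate median of compound wells and 100% = probe without SIAE protein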
TCR CD3 inh: inhibitors of human TCR-CD3 interaction, primary screen, biochemical, fluorescence, TAMRA-labeled TCR probe; T-cell receptor (TCR); inhibition, % at 9.4 µM; 360,000 tested, 0.37% active; in the data active = inhibition above about 19%;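 also: recombinant mutant TCR 2C K166C tagged with TAMRA read by polarization; 0% = receptor in buffer alone and 100% = receptor with positive control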
Numbers without * were called inactive; . = not tested or not shown.

SMILES	UHRF1 MBD2 ctr	HTRA1 inhibitor	GC-B act	MBD2 DNA inh	GC-A act	rCAG binder	ABHD4 inh	PRMT1 FP inh	SIAE inh	TCR CD3 inh
CCn1cc(Br)c(C(=O)N2CCN(c3ccccc3)CC2)n1	-0.8	1.6	6.0	3.6	-1.7	-6.9	0.8	-4.8	6.2	-3.0
CC(C)c1cccc(C(C)C)c1OC(=O)NC(=O)c1c(F)cccc1F	-1.3	-12.2	-4.1	-5.6	-7.3	-5.4	10.2	1.6	0.6	-4.6
C/C(=N\Nc1nnc2c3ccccc3n(C)c2n1)c1ccc(C)o1	-8.8	29.3	-6.4	-12.3	1.5	3.4	9.3	1.6	5.7	-12.3
CCOC(=O)c1cc2c(n(-c3ccc(Cl)cc3)c1=O)CCCC2=O	4.3	4.6	-0.2	-5.7	3.2	-4.0	-0.1	-0.7	3.1	-0.8
Cc1nn(C(C)C(=O)N2CCOCC2)c(=O)c2nn(-c3ccccc3)c(C)c12 (stereo not given)	0.5	6.9	-2.9	-1.2	2.4	-3.3	4.4	-2.4	-4.8	6.4
Cc1[nH]nc(SCC(=O)N2CCCCC2)c1[N+](=O)[O-]	-0.6	-4.6	7.8	1.5	-1.7	6.5	0.8	5.1	-8.7	-0.3
Cc1nc(C(=O)N(C)C)nn1-c1ccc([N+](=O)[O-])cc1	0.8	6.4	0.3	-0.6	-1.7	-1.7	4.2	-1.5	1.0	-0.7
C/C(=N\NC(=O)c1cc(-c2ccccc2)nc2ccccc12)c1ccc(Cl)cc1	-4.0	.	-7.3	5.5	-3.5	6.5	-24.4	-8.1	-17.2	.
Cc1ccc(S(=O)(=O)Cn2nnnc2C(c2ccc(F)cc2)N2CCCCC2)cc1 (stereo not given)	-3.5	-8.5	-3.2	1.8	0.2	-1.4	2.2	-3.1	1.1	-0.1
C#CC(C)(C)NC(=O)CSc1nc2c(c(=O)n(C)c(=O)n2C)n1CCCC	7.0	0.1	-3.9	3.9	-2.0	-1.2	-7.1	4.8	-10.2	1.5
O=C(COC(=O)c1c2c(nc3ccccc13)CCCC2)c1cccs1	0.8	-29.6	0.1	-0.2	1.3	3.8	-4.3	-3.1	-12.3	0.9
COC(=O)C1=CN(c2ccc(F)cc2)C(N)=C(C#N)C1c1ccc(-c2ccccc2)cc1 (stereo not given)	-0.8	.	-2.4	2.9	3.8	10.8	-17.8	4.8	-4.0	0.3
CCC(CC)C(=O)Nc1cc(=O)n(C)c(=O)n1C	-0.6	2.1	0.9	3.7	15.8	2.1	-0.7	-7.0	1.9	3.6
COc1ccc(Cl)c(NC(=O)Cn2nnc(-c3ccccc3N)n2)c1	1.1	-5.3	3.9	2.5	-5.0	9.5	-11.1	-1.4	3.2	4.3
CCCNC(=O)c1cc(-c2ccccc2)c(N2CCCCC2)s1	-2.1	4.7	8.7	-5.9	-5.5	-1.9	7.0	3.4	-1.4	0.2
CCOC(=O)c1csc(NC(=O)C2CCCCC2)n1	-0.4	-11.8	-9.3	1.1	-0.5	-0.1	-5.9	-2.0	-4.6	-0.6
COc1ccc(CCNC(=O)c2cc(C(=O)c3cc(Cl)ccc3O)cn(CCc3ccc(OC)cc3)c2=O)cc1	1.4	-23.2	5.4	-1.3	-2.9	7.2	1.6	-0.4	-64.1	-3.5
COc1ccc(C(O)c2ncc(-c3ccccc3)[nH]2)cc1F (stereo not given)	-0.7	.	6.2	2.1	0.1	0.7	-2.5	-2.4	12.0	3.7
CN(C)S(=O)(=O)c1cccc(NC(=O)c2n[nH]c(=O)c3ccccc23)c1	-1.7	-9.5	1.5	-1.2	0.8	6.4	1.4	2.9	-7.2	-1.2
COC(=O)CSc1nnc(-c2ccccn2)n1N	1.5	7.2	-1.2	0.6	0.7	-0.7	-3.0	6.7	-4.8	-4.9
COc1ccc(Cl)cc1NC(=O)CN(C)CC(=O)Nc1ccccc1C(F)(F)F	-1.3	-10.1	-8.9	-2.9	-5.9	-7.3	-8.4	-1.4	0.1	0.0
Cc1cc(-c2c(C(=O)N3CCOCC3)c(C)nn2-c2cccc(C(F)(F)F)c2)no1	-2.3	-4.7	7.3	-8.3	5.3	-5.3	-5.0	-4.2	10.2	4.8
COCCn1c(SCC(=O)Nc2ccccc2OC)nnc1-c1ccco1	-0.3	-0.3	-4.8	-5.4	-4.5	4.0	-7.8	-1.1	-6.5	0.7
CN(Cc1ccc(F)cc1)C(=O)CN1CCN(S(=O)(=O)c2ccc3c(c2)OCCCO3)CC1	0.3	-2.0	2.5	-2.9	0.6	2.8	-0.3	-3.4	0.4	2.5
COc1ccccc1N1CCN(S(=O)(=O)c2cccc(F)c2)CC1	-4.5	-4.1	3.4	-4.4	0.1	0.3	-1.1	-2.7	-1.0	5.3
Cc1ccc(S(=O)(=O)N(C)CC(=O)NCCCn2nc(C)cc2C)cc1	-2.8	3.3	4.3	2.0	0.4	0.0	-7.4	-2.1	-4.1	-5.2
CCOc1ccc(NC(=O)Nc2cc(C)on2)cc1	4.5	4.7	-7.5	-2.2	1.1	-0.8	13.8	5.4	10.6	-1.8
O=C(NCCO)c1ccc2c3n(nc2c1)-c1ccccc1CO3	-6.0	-0.9	-2.0	-8.6	0.3	-1.8	3.5	-0.8	2.3	-10.5
O=C(O)CC1SC(N/N=C/c2ccc(Br)cc2)NC1=O (stereo not given)	1.3	7.1	0.6	-2.1	-0.8	3.1	4.6	-3.4	-1.2	-0.2
CCN1CCN(c2ccc(Nc3ccnc4ccccc34)cc2)CC1	7.7	8.4	-7.3	1.5	-10.6	5.1	5.6	-4.0	3.6	5.6

A second format for part of the listing above.
Values run as follows: UHRF1 MBD2 ctr	HTRA1 inhibitor	GC-B act	MBD2 DNA inh	GC-A act	rCAG binder	ABHD4 inh	PRMT1 FP inh	SIAE inh	TCR CD3 inh
CN(C)S(=O)(=O)c1cccc(NC(=O)c2n[nH]c(=O)c3ccccc23)c1
  -1.7	-9.5	1.5	-1.2	0.8	6.4	1.4	2.9	-7.2	-1.2
COC(=O)CSc1nnc(-c2ccccn2)n1N
  1.5	7.2	-1.2	0.6	0.7	-0.7	-3.0	6.7	-4.8	-4.9
COc1ccc(Cl)cc1NC(=O)CN(C)CC(=O)Nc1ccccc1C(F)(F)F
  -1.3	-10.1	-8.9	-2.9	-5.9	-7.3	-8.4	-1.4	0.1	0.0

(next part)
SMILES	UHRF1 MBD2 ctr	HTRA1 inhibitor	GC-B act	MBD2 DNA inh	GC-A act	rCAG binder	ABHD4 inh	PRMT1 FP inh	SIAE inh	TCR CD3 inh
Clc1ccc2c(-c3ccccc3)nc(-c3cccs3)nc2c1	1.6	.	-7.6	3.8	-0.8	2.3	9.3	1.1	-4.2	6.8
COc1ccc(C2=NS(=O)(=O)N(C)C(C(=O)Nc3ccc4c(c3)OCO4)=C2)cc1OC	-2.8	-0.9	10.2	2.6	14.4	9.2	-0.6	5.0	11.0	-5.6
O=C(CCN1C(=O)COc2ccccc21)NCCCN1CCCC1	2.1	6.5	2.6	0.8	-0.9	-1.3	4.5	-1.1	3.6	10.5
CCOC(=O)N1CCN(C(=O)c2cc3ccc(OC)cc3[nH]2)CC1	7.2	-5.1	4.5	7.2	-4.5	-5.1	1.4	1.1	-5.2	-7.5
Cc1cccc(NC(=O)NNC(=O)c2ccc3ccccc3c2O)c1	-1.4	14.6	0.9	5.3	-0.4	9.5	13.2	1.1	16.8	32.7*
CCN(CC)c1ccc(/C=N/NC(=O)CNC(=O)c2ccc3c(c2)OCCO3)cc1	-3.0	7.8	6.7	-6.3	-7.0	5.9	7.9	-1.7	-2.5	3.0
O=C(COC(=O)CNC(=O)c1ccc(Cl)cc1)NC1CCCCCC1	-1.1	-4.2	4.4	-4.1	19.3	2.6	-1.7	-2.9	-6.0	7.6
CCN(C(=O)CN1C(=O)c2ccccc2S1(=O)=O)C1CCCCC1	2.3	2.0	6.0	4.9	1.6	-7.3	6.4	4.6	0.3	-5.1
O=C(NC1=NCCS1)c1ccc(Cl)c(S(=O)(=O)N2CCOCC2)c1	-1.2	-3.2	2.6	-1.4	0.3	-1.9	-2.9	-8.1	-1.3	3.2
Cc1ccc(S(=O)(=O)NC(N)=NCCc2ccc(Cl)cc2)cc1	0.0	-5.7	4.3	1.1	-6.2	-0.4	-5.1	-0.5	-4.5	-2.4
CCOC(=O)N1CCC(Nc2ncnc3c2cnn3-c2ccc(C)cc2C)CC1	-0.8	7.3	-1.3	-0.1	-4.1	1.4	0.6	3.5	0.3	-0.3
CC1CCc2sc(C(=O)NC(C)C3CCCO3)cc2C1 (stereo not given)	-2.3	0.1	-2.9	0.1	-1.1	1.8	-2.0	-1.0	10.3	-0.8
Cc1cccc(-c2oc3ccccc3c2-c2ccc3c(c2)OCO3)c1	2.3	-8.1	-0.7	0.9	-4.2	3.1	-5.7	-2.8	-1.6	5.8
Clc1ccc(OCCN2CCOCC2)cc1	-2.1	-0.2	3.0	-3.1	2.2	-2.7	0.2	-2.3	5.8	-1.6
COC(=O)[C@]12C[C@H](CC(=O)NCc3cccc(C(F)(F)F)c3)C(=O)N(CCc3ccc(OC)c(OC)c3)C1=C[C@H](C(C)(C)C)O[C@@H]2C	0.6	.	-8.7	3.9	-1.6	7.3	-7.5	0.7	-2.4	7.3
Cc1ccc(C)c(CN2C(=O)c3ccccc3S(=O)c3ccc(C(=O)NCCCN4CCCC4)cc32)c1 (stereo not given)	6.0	-30.1	1.7	2.8	-1.8	0.4	0.7	-3.9	-24.9	5.0
S=C(c1ccc(Br)cc1)N1CCN(Cc2ccccc2)CC1	2.7	-8.2	1.5	5.6	1.6	-6.6	1.1	63.7*	-2.2	-9.1
CCCN(CC(=O)Nc1ccccc1C)C(=O)C1CC(=O)N(c2ccccc2OCC)C1 (stereo not given)	5.8	-2.0	1.0	-1.4	-0.4	-5.8	1.1	0.2	12.6	4.5
S=c1c2[nH]cnc2ncn1CCSc1ncnc2nc[nH]c12	3.2	-2.9	-3.6	5.1	0.3	-1.0	-3.4	1.4	2.6	0.7
COCc1cn([C@H]2C[C@@H]3O[C@H](CO)CC[C@@H]3O[C@@H]2CCc2ccc(-c3ccc(OC)cc3)cc2)nn1	3.9	.	5.7	-2.4	1.5	6.8	1.6	0.3	1.1	.
CCOc1c(OC)cccc1C1CC(=O)Nc2cc3c(cc21)OCCO3 (stereo not given)	1.2	-4.8	-3.9	-6.6	-5.3	-0.2	1.7	-2.9	-0.4	0.9
S=C(NCc1cccs1)Nc1ccc(Cl)cc1	3.8	-11.7	-6.2	-1.1	4.2	1.5	-3.6	1.9	-2.1	-0.8
COc1ccc(-n2ncc(N(C)n3cccc3)c(Cl)c2=O)cc1	2.0	-4.3	-8.2	2.1	1.1	-2.8	-5.5	2.8	-2.0	-6.0
C=CCn1c(O)c(N=NC(=O)CNC(=O)/C=C/c2ccco2)c2ccccc21	13.0	3.8	2.3	8.7	-0.4	14.6	0.4	2.1	3.1	22.7*

The list is partial (hit frequency here may not be typical).
